NTR1 agonist: agonists of NTR1, primary screen, imaging, U2OS cells, beta-arrestin-GFP, high content (AID 493036). P30989. 330,000 compounds, 0.17% hits. NTR1-U2OS beta-arrestin-GFP spot imaging, agonist mode. activation, % at 20 µM;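 active = activation at or above 40% of the spot to cytoplasm intensity ratio, with at least 20 cells analyzed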;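 note: 0% = DMSO without peptide and 100% = 100 nM NTR1 peptide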
Target sequence (P30989 whole entry, looked up): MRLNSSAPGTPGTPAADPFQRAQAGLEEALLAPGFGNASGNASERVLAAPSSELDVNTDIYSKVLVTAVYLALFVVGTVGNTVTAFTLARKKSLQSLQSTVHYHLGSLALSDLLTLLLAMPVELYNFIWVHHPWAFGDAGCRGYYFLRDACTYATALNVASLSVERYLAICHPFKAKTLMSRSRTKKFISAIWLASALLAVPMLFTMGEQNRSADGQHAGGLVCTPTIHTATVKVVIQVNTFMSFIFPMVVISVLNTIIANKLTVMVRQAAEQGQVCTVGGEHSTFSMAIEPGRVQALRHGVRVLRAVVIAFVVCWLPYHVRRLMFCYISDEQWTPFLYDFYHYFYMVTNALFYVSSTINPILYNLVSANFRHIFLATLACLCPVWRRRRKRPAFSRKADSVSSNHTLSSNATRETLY
TNAP activation fold: human TNAP enzyme activators, primary screen, biochemical, luminescent, no phosphate acceptor, uHTS (AID 1001) | purified TNAP, luminescent activation assay, no phosphate acceptor; higher activation fold means a stronger effect | activation fold at 20 µM, or EC50 in µM where a hit was titrated | 200,000 compounds, 0.03% hits; in the data active = activation fold from about 3, or a potency from the dose series; inactive = the rest, 99 in 100 with activation fold below about 1.6; note: many of its hits are not listed in these tables
KOR beta-arrestin-1: KOR agonists, beta-arrestin recruitment, primary screen, cell-based, luminescence, uHTS (AID 1777). KOR beta-arrestin recruitment, luminescence; higher % means a stronger effect. one-dose activation, % at 10 µM; EC50 in µM for titrated hits. 280,000 compounds, 0.02% hits; in the data active = activation above about 50%, passing the limit was not always enough; note: a part of the inactive calls stands beside numbers as strong as those of hits
NOD1 NF-kB reporter: inhibition of NOD1-driven NF-kB reporter – cell-based, luminescence, uHTS, primary screen (AID 1578). 290,000 compounds, 1% hits. inhibition, % at 4 µM; hits with a dose series show EC50 in µM. NOD1-driven NF-kB luciferase reporter cells, luminescence; higher % means a stronger effect; in the data active = inhibition mostly above about 36%, no sharp cut-off; inactive = mostly below about 34%;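 note: HEK-293T reporter cells stimulated with the NOD1 agonist gamma-tri-DAP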
Yfh1-depleted yeast: enhancers of respiration in Yfh1-depleted yeast, dose response, Friedreich's ataxia, plus single-dose screen (AID 1465) | one-dose fold induction at 50 µM; EC50 in µM for titrated hits | S. cerevisiae Yfh1-off respiration, WST-1 reduction, 72 h; higher fold induction means a stronger effect | 220,000 compounds, 0.074% hits;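 active = fold induction of absorbance versus untreated yeast above a set limit, then at least 30% activation at any dose in follow-up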;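 note: activators that raise dye reduction in frataxin-depleted yeast; strong numbers were not always called active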
NOD2 inhibition: NOD2 signaling inhibitors, cell-based, luminescence, uHTS, HEK293 (AID 1566). 290,000 compounds, 0.63% hits. one-dose inhibition, % at 4 µM; EC50 in µM for titrated hits. HEK293 NOD2/NF-kB luciferase reporter, luminescence; higher % means a stronger effect; note: many of its hits are not listed in these tables
GPR55 beta-arrestin: GPR55 agonists via beta-arrestin recruitment, primary screen, imaging, U2OS cells, beta-arrestin-GFP redistribution (AID 1961); U2OS GPR55 beta-arrestin-GFP redistribution imaging; higher % means a stronger effect; one-dose activation, % at 10 µM; EC50 in µM for titrated hits; 290,000 compounds, 0.048% hits;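 active = activation above 40% with more than 50 cells counted in the well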;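 note: U2OS osteosarcoma cells stably expressing GPR55 and beta-arrestin-GFP; plate controls were DMSO negative control for no effect and LPI positive control for full effect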
KOR beta-arrestin-2: KOR antagonists, beta-arrestin recruitment, cell-based, luminescence, uHTS (AID 1778); KOR beta-arrestin recruitment, luminescence, antagonist mode; higher % means a stronger effect; inhibition, % at 10 µM, or IC50 in µM where a hit was titrated; 290,000 compounds, 0.091% hits; note: strong numbers were not always called active
CSM14.1 death rescue: rescue of cells from ER stress-induced death, primary screen, 384-well, CSM14.1, thapsigargin, ATP luminescence (AID 1222); CSM14.1 thapsigargin-induced death rescue, ATP luminescence; higher % means a stronger effect; cellular ATP content (survival), % at 20 µM; hits with a dose series show EC50 in µM; 190,000 tested, under 10 active;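 active = EC50 below 50 µM in the dose-response confirmation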;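 note: death triggered by thapsigargin at about 15 µM added after 2 h compound pretreatment; cell ATP read after overnight thapsigargin exposure of roughly 18 to 22 hours; normalized against plate controls of thapsigargin alone and 5% DMSO vehicle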
NTR1 agonist cell count 20 µM: second read-out of NTR1 agonist, no call of its own (marks repeat the call); cell count; measured here: cell count, cytotoxicity flag
Active calls of the source: *; i = inactive; nt = no result given; [ ] = another dose, or the depositor's remark. Cut-off read from the data, not from the text of the source, unless noted: active = inhibition above about 50%; inactive = the rest.

Start of the data: the first three compounds (preview)
SMILES	NTR1 agonist	NTR1 agonist cell count 20 µM	TNAP activation fold	KOR beta-arrestin-1	NOD1 NF-kB reporter	Yfh1-depleted yeast	NOD2 inhibition	GPR55 beta-arrestin	KOR beta-arrestin-2	CSM14.1 death rescue
O=c1[nH]c2ccccc2c(=O)n1Cc1ccco1	-1.2	49	1.1	5.9%	-2%	i	0%	-0.3%	8%	-0.2%
O=C(C1CC1)N1N=C(c2cccc(Br)c2)CC1(O)C(F)(F)F (stereo not drawn)	nt	nt	nt	-3.9%	-2%	nt	9%	0.0%	10%	nt
CC1CCCN(C(=O)Cn2nnc(-c3ccc([N+](=O)[O-])cc3)n2)C1 (stereo not drawn)	0.1	44	nt	-1.6%	-15%	nt	19%	-0.1%	-54%[20 µM]	nt

The whole of this part, previewed entries included:
SMILES	NTR1 agonist	NTR1 agonist cell count 20 µM	TNAP activation fold	KOR beta-arrestin-1	NOD1 NF-kB reporter	Yfh1-depleted yeast	NOD2 inhibition	GPR55 beta-arrestin	KOR beta-arrestin-2	CSM14.1 death rescue
O=c1[nH]c2ccccc2c(=O)n1Cc1ccco1	-1.2	49	1.1	5.9%	-2%	i	0%	-0.3%	8%	-0.2%
O=C(C1CC1)N1N=C(c2cccc(Br)c2)CC1(O)C(F)(F)F (stereo not drawn)	nt	nt	nt	-3.9%	-2%	nt	9%	0.0%	10%	nt
CC1CCCN(C(=O)Cn2nnc(-c3ccc([N+](=O)[O-])cc3)n2)C1 (stereo not drawn)	0.1	44	nt	-1.6%	-15%	nt	19%	-0.1%	-54%[20 µM]	nt
Cc1ccccc1NS(=O)(=O)c1cccc2nonc12	1.1	63	nt	-3.7%	-41%	nt	-6%	0.0%	12%	nt
O=C1c2ccccc2C(Nc2ccc(Cl)cn2)N1c1ccccn1 (stereo not drawn)	3.6	55	1	1.8%	-31%	i	8%	0.0%	19%	1.2%
Cc1ccc(NC(=O)C2CCN(S(=O)(=O)c3cccc4nonc34)CC2)nc1	-1.4	59	1.1	-9.4%	8%	i	6%	1.4%	11%	-3.0%
CCCCN(CC)CCNC(=O)c1cn(CCOC)c(=O)c2c1c1ccccc1n2C	-1.1	101	nt	-3.7%	4%	nt	15%	0.3%	-2%	nt
CC12CC(NC(=O)N1c1cccc(C(=O)N3CCN(c4ccccn4)CC3)c1)c1ccccc1O2 (stereo not drawn)	-0.3	70	1.1	-3.8%	-2%	i	-1%	0.3%	-32%	0.3%
CCn1c(SC)nnc1-c1nn(-c2ccccc2)ccc1=O	1.2	40	1	0.0%	-17%	i	13%	0.3%	-5%	nt
CN(c1ccc(C(=O)Nc2ccc(S(=O)(=O)N3CCCC3)cc2)cc1)S(C)(=O)=O	4.0	44	1	1.4%	-2%	i	23%	-0.2%	-14%	-0.3%
CN(C)CCCNC(=O)C(=O)Nc1cc2c3c(c1)CCC(=O)N3CCC2	0.0	70	nt	10%	-20%	nt	7%	-0.1%	-11%	nt
CC(C)(C)c1ccc(-c2nc(N)nc(N)n2)cc1	-0.9	45	nt	0.4%	-8%	i	-24%	0.8%	19%	nt
COc1cccc(NC(=O)c2oc3ccccc3c2NC(=O)C(C)(C)C)c1	9.1	44	1	-0.1%	6%	i	11%	-0.2%	-28%	2.1%
Cc1ccc(OCc2ccc(C(=O)Nc3c(C)nn(Cc4c(F)c(F)c(F)c(F)c4F)c3C)o2)c([N+](=O)[O-])c1	3.7	55	1.1	0.7%	16%	i	32%	-0.1%	0%	0.2%
O=C(Nc1ccc(S(=O)(=O)NCC2CCCO2)cc1)c1ccc(F)cc1 (stereo not drawn)	0.1	46	nt	-1.4%	6%	nt	39%	-0.1%	-4%	nt

Looked up above.
CC12CC(NC(=O)N1c1cccc(C(=O)N3CCN(c4ccccn4)CC3)c1)c1ccccc1O2 (stereo not drawn) in KOR beta-arrestin-2 is listed with -32%
O=C(C1CC1)N1N=C(c2cccc(Br)c2)CC1(O)C(F)(F)F (stereo not drawn) in KOR beta-arrestin-2 is listed with 10%
Cc1ccccc1NS(=O)(=O)c1cccc2nonc12 in GPR55 beta-arrestin is listed with 0.0%

New compounds follow:
SMILES	NTR1 agonist	NTR1 agonist cell count 20 µM	TNAP activation fold	KOR beta-arrestin-1	NOD1 NF-kB reporter	Yfh1-depleted yeast	NOD2 inhibition	GPR55 beta-arrestin	KOR beta-arrestin-2	CSM14.1 death rescue
Cc1c(C(=O)NNC(=S)NCc2ccc(Cl)cc2)oc2ccccc12	1.9	53	nt	-2.8%	-6%	nt	28%	0.3%	20%	nt
Cc1nc2cc(C)c(C)cc2s1	1.4	38	1	11%	-23%	i	4%	0.0%	1%	-3.4%
Cc1ccc(NC(=O)CN2CCOCC2)c(Br)c1	1.9	57	nt	-1.4%	-27%	nt	6%	-0.3%	11%[20 µM]	nt
O=C(c1ccc2c(=O)n(Cc3ccc4c(c3)OCO4)c(=O)[nH]c2c1)N1CCN(c2ccccc2)CC1	9.7	67	nt	4.4%	11%	nt	-7%	0.0%	-22%	nt
C=CCn1c(NCCOC)nc2c1c(=O)n(C)c(=O)n2C	0.2	69	1	-1.2%	-27%	i	0%	1.0%	-21%	-1.7%
CCN(CC)C(=O)CSc1nc(Cc2ccccc2)nc2ccccc12	-0.6	54	nt	-3.4%	19%	nt	20%	-0.2%	-10%[20 µM]	nt
Cc1cc(C(=O)COC(=O)c2cccnc2Cl)c(C)n1CC1CCCO1 (stereo not drawn)	1.0	46	1.1	-2.5%	-19%	i	56%*	-0.3%	-10%	-3.1%
Cc1noc(NS(=O)(=O)c2ccc(N/C=C/C(=O)c3ccc(F)cc3)cc2)c1C	-0.3	67	1	4.0%	2%	i	13%	0.0%	-61%	-1.4%
Cc1cccc(Cn2c(Cc3ccccc3)nc3ccccc32)c1	4.3	41	1.2	-5.7%	36%	i	-16%	-0.2%	-11%	-1.1%
CCCCCc1ccc(-c2cn(Cc3ccc(C)cc3)nn2)cc1	2.1	75	nt	nt	54%	nt	-14%	-0.3%	-5%[20 µM]	nt
CCOC(=O)C1CCCN(Cc2sccc2C)C1 (stereo not drawn)	-0.6	49	1.1	0.8%	12%	i	8%	0.3%	-16%	-1.2%
CCn1cc(C(=O)NCCC2=CCCCC2)c(=O)c2cc(S(=O)(=O)N(C)C)ccc21	2.0	43	1.1	-6.1%	-6%	i	10%	-0.4%	-6%	-0.4%
CCOC(=O)Cn1c(=O)cc(C)c2cccc(C)c21	2.0	50	1	-3.2%	-24%	i	11%	-0.1%	5%[20 µM]	-1.6%
COc1ccc(CN2CCNC(=O)C2CC(=O)N(C)Cc2nonc2C)c(F)c1 (stereo not drawn)	0.1	52	nt	-5.0%	-34%	nt	-6%	0.3%	18%	nt
N#Cc1nc(-c2ccccc2F)oc1N1CCCC1	0.1	66	1	-3.2%	-13%	i	12%	0.6%	19%	-2.0%
COC(=O)[C@H](CC(C)C)NC(=O)Nc1ccccc1F	0.7	67	nt	-2.1%	-6%	i	-12%	0.6%	14%	nt
CCN(CC)c1ccc(C(=S)NC2CCCCC2)cc1	0.8	59	1.1	3.2%	-16%	i	-24%	-0.1%	-84%[20 µM]	-0.5%
Cc1cccc(C(=O)NCc2nnc(SCC(=O)NC3CCCC3)n2C)c1	0.3	42	nt	9.3%	4%	nt	-15%	0.0%	-18%	nt
CCOc1ccc(OCCn2c(SCC(=O)O)nc3ccccc32)cc1	1.6	60	nt	4.3%	-8%	nt	15%	-0.1%	-28%[20 µM]	nt
CCc1ccc2nc3sc(C(=O)O)cc3cc2c1	0.7	86	1.1	nt	-30%	i	-90%	0.0%	2%[20 µM]	-2.0%
Cc1ccc2c(C)c(C(=O)N(C)Cc3nccn3C)oc2c1C	-0.2	60	nt	0.9%	-3%	nt	6%	-0.1%	10%	nt
CN(C)/C=C1/OC(=O)C(C#N)=C1c1ccc(Cl)cc1	0.1	41	nt	1.0%	-5%	nt	-2%	0.0%	-8%	nt
COc1cccc(NC(=O)C2CC(=O)n3cnnc3S2)c1 (stereo not drawn)	-4.1	91	1.1	-2.3%	11%	i	1%	0.0%	-2%	-1.2%
CC1Cc2ccccc2C(CCc2ccccc2)=N1 (stereo not drawn)	0.2	104	nt	-6.7%	0%	nt	14%	0.0%	14%	nt
CCN(Cc1ccccc1)C(=O)CCS(=O)(=O)c1ccc2c(c1)CCN2C(C)=O	-0.1	52	nt	1.3%	6%	nt	15%	0.9%	-45%	nt
O=C(Nc1ccc(Br)cc1)c1cccc(OC(=S)N2CCOCC2)c1	5.5	58	nt	-1.1%	33%	nt	39%	0.0%	4%	nt
C/C(=N\NC(=O)c1cc(C2CC2)nc2ccccc12)c1ccc(C)s1	-1.2	65	1.1	-5.8%	-21%	i	-3%	0.7%	-7%	-1.9%
C=C(Cl)COc1ccc2c(CC)cc(=O)oc2c1	-0.2	44	1.1	0.5%	-13%	i	12%	0.3%	6%	-2.0%
CCOC(=O)[C@@H]1[C@H]2COc3ccc(Br)cc3[C@H]2N2C(=O)N(c3ccc(F)cc3)C(=O)[C@@]12C	12	91	nt	-5.6%	-47%	nt	-16%	-0.1%	-12%[20 µM]	nt
Cc1occc1C(=O)N/N=C/C(Br)=C/c1ccccc1	4.3	48	1.1	-3.6%	-41%	i	-168%	-0.1%	-9%	-1.6%
N/C(=N\OC(=O)C1CCCCC1)c1cccc([N+](=O)[O-])c1	0.3	91	1	2.4%	-22%	i	-43%	-0.1%	-16%	-0.2%
O=C(NC1CCCCC1)c1ccc2c(c1)OCO2	-1.5	55	nt	-4.1%	-32%	nt	-33%	0.0%	0%	nt
COc1ccccc1NC(=O)CCC(=O)O	-0.8	100	1.1	0.4%	-25%	i	-10%	-0.2%	11%	-0.5%
C(=N\N1CCN(c2ccccc2)CC1)/c1ccccc1	2.9	70	1.1	0.6%	-49%	i	-30%	-0.1%	-36%	-1.6%
Cc1cccc(C)c1NC(=O)C1CCCN1S(=O)(=O)c1ccccc1 (stereo not drawn)	0.2	60	nt	-2.1%	-38%	nt	-3%	0.2%	-40%	nt
COc1ccc(CC(=O)NCc2n[nH]c(=S)n2C)cc1	-0.3	70	1	5.5%	-1%	i	20%	-0.1%	-9%	2.5%
COc1cccc(OC(C)c2ccnc3nc(/N=C/N(C)C)nn23)c1 (stereo not drawn)	0.0	64	1.1	-3.5%	9%	i	12%	-0.2%	-5%	-2.2%
CN1C(=O)N(C)C2C1N(C)S(=O)(=O)N2C (stereo not drawn)	-0.3	50	1.2	-3.2%	-10%	i	14%	0.7%	11%	2.3%
Cc1ccc(N(c2ncnc(N)c2[N+](=O)[O-])C2CCCCC2)cc1	27	64	1.1	11%	22%	i	21%	0.3%	-20%	2.3%
O=C(O)CN1C(=O)/C(=C\C(Br)=C\c2ccccc2)SC1=S	1.0	84	nt	-0.4%	-18%	nt	-6%	0.3%	-13%	nt
CCCC(=O)Nc1ccc(NC(=O)c2cccs2)cn1	-5.0	90	1.2	0.4%	nt	i	-28%	-0.1%	-11%	nt
C=CCNC(=O)/C(C#N)=C/c1ccc(C)o1	1.7	29	1.1	-2.9%	-50%	i	1%	-0.2%	-30%	-1.1%

High-throughput results from PubChem.

These rows are one share of the data; rates above refer to the full screens.
